# BCLXL inh = Bcl-xL (human) inhibition. AID 2129. GST-Bcl-xL / FITC-Bim BH3 peptide fluorescence polarization. actives 0.7% (n = 320,000). inhibition, % at 10.9 µM. Q07817;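 active = inhibition above the mean of all tested compounds plus 3 SD, cutoff set per campaign, cut at about 30% in these data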;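 note: 0% = DMSO wells and 100% = unlabeled Bim-BH3 peptide competitor; inhibitors lower millipolarization by displacing the labeled peptide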
# Target sequence (Q07817 whole entry, looked up): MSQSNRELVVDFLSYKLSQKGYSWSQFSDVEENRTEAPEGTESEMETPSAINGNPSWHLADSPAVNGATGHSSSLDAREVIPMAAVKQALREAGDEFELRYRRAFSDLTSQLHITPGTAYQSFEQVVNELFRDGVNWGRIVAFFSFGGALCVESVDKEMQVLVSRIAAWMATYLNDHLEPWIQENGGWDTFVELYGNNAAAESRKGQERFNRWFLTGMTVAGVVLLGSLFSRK
# MCL1 BIM primary = inhibitors of human MCL1 binding to BIM-BH3 peptide; actives 0.68% (n = 320,000); GST-MCL1 / FITC-Bim-BH3 fluorescence polarization; inhibition, % at 10.9 µM; Q07820; AID 2057;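 active = inhibition above the mean inhibition of all tested compounds plus 3 SD, set per campaign, cut at about 40% in these data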;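 note: 0% = DMSO wells and 100% = unlabeled Bim-BH3 peptide control; higher means more loss of mP so more displacement of Bim peptide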
# GSTO1 inh = GSTO1 inhibition, counter-screen for RBBP9 inhibitors | inhibition, % at 5.96 µM | actives 1.1% (n = 300,000) | recombinant GSTO1, activity-based probe fluorescence polarization | P78417 | AID 1974;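 active = inhibition above the campaign mean inhibition plus 3 SD, cut at about 35% in these data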;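 note: 0% = GSTO1-1 with DMSO and 100% = wells lacking GSTO1-1 enzyme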
# Target sequence (P78417 whole entry, looked up): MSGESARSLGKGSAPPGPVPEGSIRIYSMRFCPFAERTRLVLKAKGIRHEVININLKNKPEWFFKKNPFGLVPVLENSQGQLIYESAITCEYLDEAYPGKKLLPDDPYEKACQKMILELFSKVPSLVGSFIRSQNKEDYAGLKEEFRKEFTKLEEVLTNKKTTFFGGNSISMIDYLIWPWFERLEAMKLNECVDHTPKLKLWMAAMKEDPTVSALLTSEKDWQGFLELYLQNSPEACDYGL
# PME-1 inh = blocks human protein phosphatase methylesterase 1; Q9Y570; recombinant PME-1, FP-Rh probe fluorescence polarization; inhibition, % at 5.9 µM; actives 0.53% (n = 320,000);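 active = inhibition above the campaign mean of all compounds plus 3 SD, cut at about 26% in these data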;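 note: competitive labeling of PME-1 active site by serine hydrolase directed probe; 0% = PME-1 with DMSO and 100% = wells lacking PME-1 enzyme; inhibitors block probe labeling so polarization falls and inhibition rises; many of its hits are not listed in these tables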
# Target sequence (Q9Y570 whole entry, looked up): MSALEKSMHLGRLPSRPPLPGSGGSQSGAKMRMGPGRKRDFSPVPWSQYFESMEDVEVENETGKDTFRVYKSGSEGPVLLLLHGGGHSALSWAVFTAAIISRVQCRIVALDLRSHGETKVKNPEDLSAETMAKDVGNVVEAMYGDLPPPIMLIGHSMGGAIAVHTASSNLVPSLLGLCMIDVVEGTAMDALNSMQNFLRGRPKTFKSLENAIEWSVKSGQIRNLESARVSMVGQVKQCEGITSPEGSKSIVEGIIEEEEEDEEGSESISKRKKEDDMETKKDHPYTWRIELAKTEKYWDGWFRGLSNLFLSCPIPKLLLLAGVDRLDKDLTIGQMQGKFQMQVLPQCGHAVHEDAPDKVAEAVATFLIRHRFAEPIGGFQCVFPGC
# Fam108B counter = Fam108B inhibition, counter-screen for RBBP9 inhibitors; recombinant Fam108B, FP-Rh probe fluorescence polarization; inhibition, % at 9.51 µM; actives 0.33% (n = 300,000); AID 1947;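 active = inhibition above the screen mean inhibition plus 3 SD, computed separately per campaign, cut at about 18% in these data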;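 note: inhibitors lower polarization as less probe binds the enzyme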
# PAD4 FP inh = blocks human protein arginine deiminase 4. Q9UM07. recombinant PAD4, RCA probe fluorescence polarization. inhibition, % at 6.36 µM. actives 0.41% (n = 330,000). AID 485272;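 active = percent inhibition above a cutoff equal to the mean of all tested compounds plus 3 SD, cut at about 15% in these data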;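 note: 0% = PAD4 with RCA probe and DMSO and 100% = probe without PAD4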
# MEX-5 binding = C. elegans MEX-5 TCR-2 RNA binding activity. Q9XUB2. MEX-5/FITC-TCR2 RNA binding, fluorescence polarization; hits give low values. activity score (negative = inhibition of binding), % at 10 µM. actives 0.38% (n = 300,000);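 active = inhibition past about -25% in most replicates, and total fluorescence under double the plate's negative control median, limit read from the data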;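 note: 0% = DMSO and -100% = 5 µM competing unlabeled TCR2 RNA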
# TPT1 inh = blocks Candida albicans tRNA 2'-phosphotransferase; recombinant caTPT1, FP RNA substrate dephosphorylation; inhibition, % at 5 µM; actives 0.81% (n = 300,000);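 active = inhibition above the mean of all tested compounds plus 3 SD, set per screening campaign, cut at about 24% in these data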;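 note: plate controls were DMSO alone for no effect and ferristatin control at 100 nM for full effect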
# GLD-1 TGE inh = GLD-1-TGE RNA interaction inhibition (C. elegans); actives 0.44% (n = 320,000); inhibition, % at 5.96 µM; purified GLD-1 + fluorescein TGE RNA, fluorescence polarization; AID 2280;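 active = percent inhibition above a per-plate cutoff, the plate mean of test compounds plus 3 SD, cut at about 30% in these data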;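 note: 0% = DMSO wells with GLD-1 and probe and 100% = wells lacking GLD-1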
# Numbers without * were called inactive; . = no result given. These rows are one share of the data (hit frequency here may not be typical).
SMILES,BCLXL inh,MCL1 BIM primary,GSTO1 inh,PME-1 inh,Fam108B counter,PAD4 FP inh,MEX-5 binding,TPT1 inh,GLD-1 TGE inh
Cc1ccc[n+](CC(=O)Nc2cc(C(F)(F)F)ccc2Cl)c1,6.5,2.1,-0.4,5.7,-1.7,1.8,2.9,-0.2,10.1
Cc1ccc(SCc2c(C(=O)N/N=C/c3ccccc3)nnn2-c2nonc2N)cc1,7.8,8.0,9.6,-3.5,-3.3,0.2,-4.0,-3.7,1.4
COc1ccc(NC(=O)CSc2nnnn2C)cc1S(=O)(=O)N1CCCCC1,5.4,4.9,.,-1.0,.,3.5,.,.,-6.3
Cn1nccc1C(=O)Nc1nnc(C2CC2)s1,7.3,7.9,5.1,0.4,-2.1,-6.1,0.0,-1.4,2.7
COc1ccc(S(=O)(=O)N(C)c2ccc(C(=O)N3CCN(c4ccccc4)CC3)cc2)cc1OC,1.6,0.7,-0.3,6.3,-1.9,-0.5,0.8,-0.7,-4.3
CSC1=C(C#N)C(c2ccc(Cl)cc2)C2=C(CC(C)(C)CC2=O)N1 (stereo not drawn),5.0,3.3,-0.3,12.2,-2.6,-3.0,0.4,3.5,-1.7
CCN1CCN(CCNC(=O)c2cc(Cl)c(NC(=O)C3=C(C)OCCS3)cc2OC)CC1,7.4,9.7,0.7,-0.4,-5.1,3.6,-1.6,-0.4,-0.8
C/C(=N\NS(C)(=O)=O)c1ccc(C)cc1,4.8,8.7,-4.8,-1.9,1.8,-1.2,0.9,-9.3,1.2
CC(NC(=O)CCC(=O)c1ccccc1)c1ccc(F)cc1 (stereo not drawn),2.2,-3.0,5.9,-6.3,2.1,6.0,-0.5,5.5,-1.2
COc1ccc(N=C2NC(=O)/C(=C\c3ccco3)S2)cc1,6.1,18.4,5.9,0.9,-0.7,-2.9,-1.3,3.4,-6.1

# The closing 4 entries of the section before lead into the next.
SMILES,BCLXL inh,MCL1 BIM primary,GSTO1 inh,PME-1 inh,Fam108B counter,PAD4 FP inh,MEX-5 binding,TPT1 inh,GLD-1 TGE inh
CCN1CCN(CCNC(=O)c2cc(Cl)c(NC(=O)C3=C(C)OCCS3)cc2OC)CC1,7.4,9.7,0.7,-0.4,-5.1,3.6,-1.6,-0.4,-0.8
C/C(=N\NS(C)(=O)=O)c1ccc(C)cc1,4.8,8.7,-4.8,-1.9,1.8,-1.2,0.9,-9.3,1.2
CC(NC(=O)CCC(=O)c1ccccc1)c1ccc(F)cc1 (stereo not drawn),2.2,-3.0,5.9,-6.3,2.1,6.0,-0.5,5.5,-1.2
COc1ccc(N=C2NC(=O)/C(=C\c3ccco3)S2)cc1,6.1,18.4,5.9,0.9,-0.7,-2.9,-1.3,3.4,-6.1
COc1ccc(Cc2noc(CN3CCN(C4CCc5ccccc5C4)CC3)n2)cc1OC (stereo not drawn),10.6,4.3,2.7,-1.6,-2.9,4.2,2.9,-2.0,4.2
CC(=O)c1c(OC(=O)c2ccc(C)cc2)c2ccccc2n1C,2.3,15.1,9.8,8.8,-1.5,-1.0,-1.9,-0.8,5.9
CCC1CCc2sc(C(=O)N3CCCN(C)CC3)cc2C1 (stereo not drawn),6.4,-3.0,0.7,3.2,5.4,-3.5,2.5,3.8,-6.6
CC(=O)Nc1ccc(NC(=O)C(C)OC(=O)c2ccc(-n3cnnn3)cc2)cc1 (stereo not drawn),-8.9,-8.7,0.5,1.6,-2.4,2.3,1.8,-0.7,3.2
Cc1ccc(CN2CCN(CCCc3ccccc3)CC2CCO)cc1 (stereo not drawn),4.2,-1.8,6.2,-3.0,-1.8,-3.0,0.1,-1.0,4.2
Cc1ncoc1C(=O)N1CCCC(C(=O)c2ccc(-c3ccccc3)cc2)C1 (stereo not drawn),0.8,-3.2,8.5,-4.3,-3.7,-7.1,-1.1,0.3,4.3
Fc1ccc(Nc2ncnc3sc4c(c23)CCC4)cc1,3.0,5.2,-1.6,-2.0,3.5,-6.7,-1.7,0.0,6.6
Cc1ccc(S(=O)(=O)N2CCCCC2)cc1NC(=O)Cn1ccc(C(F)(F)F)n1,3.8,4.8,1.5,11.7,-4.3,-0.8,-0.1,-1.1,6.0
Cc1cc(C)nc(SCc2nc3ccccc3n2C)n1,1.9,-1.0,0.1,0.5,-3.6,1.5,0.0,0.4,0.0
CC(=O)c1ccc(OCC(O)CNCc2ccc3c(c2)OCO3)cc1 (stereo not drawn),1.3,5.8,-7.2,3.3,0.9,1.7,-1.4,-1.8,-1.2

# Limited to PME-1 inh (two entries from above):
Compound,PME-1 inh
Cc1ncoc1C(=O)N1CCCC(C(=O)c2ccc(-c3ccccc3)cc2)C1 (stereo not drawn),-4.3
Fc1ccc(Nc2ncnc3sc4c(c23)CCC4)cc1,-2.0

# (more compounds)
SMILES,BCLXL inh,MCL1 BIM primary,GSTO1 inh,PME-1 inh,Fam108B counter,PAD4 FP inh,MEX-5 binding,TPT1 inh,GLD-1 TGE inh
COc1cc(/C=C(\C#N)c2nc3ccc(C)cc3[nH]2)c([N+](=O)[O-])cc1OC,-14.2,-23.7,12.0,24.4,0.6,-21.6,-2.0,8.7,-10.5
Cc1cc(=O)[nH]c2c1c(C)nn2-c1ccccc1,2.5,2.5,3.5,1.4,3.8,-3.7,-0.2,1.5,6.3
COCCNc1nc2nonc2nc1N(C)Cc1cccc2cnccc12,1.3,-5.8,0.3,-4.7,-0.4,-1.1,1.9,-3.6,-1.8
COc1ccc(OC)c(N(C(=O)c2snc(C(N)=O)c2N)C(C(=O)NCC2CCCO2)c2ccc3ncccc3c2)c1 (stereo not drawn),3.5,-5.5,-0.1,-1.0,1.4,-8.9,0.6,0.6,-5.6
CC(=O)CCS(=O)(=O)c1ccc(C)c(C)c1,4.2,2.8,4.7,-1.1,-1.6,1.0,3.0,-4.0,1.0
CC(C)N1C(=O)CCN(C=O)c2ccccc21,-5.8,-4.3,7.3,-7.6,-4.1,-3.8,0.4,2.9,-2.2
CCOc1ccccc1/C=C/c1onc(C)c1S(=O)(=O)N1CCC(C(=O)NC(C)C)CC1,1.7,-1.5,5.0,7.1,0.6,3.2,-0.4,-4.3,1.1
C=CCn1c(=NC(=O)c2cc(-c3cccs3)nc3ccccc23)sc2cc(S(N)(=O)=O)ccc21,-8.2,-14.4,-13.5,-52.3,-42.7,-12.8,2.1,9.2,-6.2
CCOC(=O)C(C)(C)Oc1ccc(Cl)cc1,10.0,3.7,3.1,-1.5,3.7,3.8,.,-2.9,3.6
Cn1c(=O)cc(-c2ccccc2)c2ccccc21,0.8,2.0,1.3,0.6,-3.9,-2.9,2.0,-0.8,-0.8
COc1ccc(F)cc1-c1nc(N)nc(N)n1,6.7,7.3,.,2.9,.,-0.2,.,.,4.0
Cn1c(=O)oc2cc(S(=O)(=O)CCC(=O)N3CCN(c4ccccc4)CC3)ccc21,2.0,-3.6,4.9,3.2,0.1,-3.2,-0.8,-3.1,7.3
COc1ccc(O)c(/C=N/N2CCOCC2)c1,0.7,-2.0,11.0,-2.6,1.0,-0.9,1.6,-1.7,-1.1
CSc1ccccc1C(=O)Nc1cc([N+](=O)[O-])ccc1C,6.2,6.3,3.1,5.8,5.2,-1.6,1.8,1.9,1.6
Cc1cc(C)c(C)c(OCC(=O)N2CCCCCC2)c1,6.2,7.5,4.7,2.6,1.5,-1.8,1.8,-3.8,4.9
C=CCNC(=S)NNc1ncnc2sc3c(c12)CC(C)(C)OC3,0.7,2.1,11.7,4.0,1.0,-3.5,0.5,-2.1,1.3
O=C(/C=C/c1c(F)cccc1Cl)Nc1nc2ccccc2[nH]1,-1.3,-7.8,1.7,-6.6,1.0,-2.1,-4.5,0.5,5.5
CN(CC(=O)NC1CC(C)(C)NC(C)(C)C1)S(=O)(=O)c1ccc(Br)cc1,2.7,9.4,2.4,-4.3,-0.5,0.9,2.8,-0.5,-5.1
CCOC(=O)C1=C(N)Oc2cc(C)n(C)c(=O)c2C1c1ccncc1 (stereo not drawn),3.0,0.3,-3.5,-1.0,-1.9,-1.8,-3.2,-7.5,-0.4
CCCc1c(C(=O)N/N=C/c2c(OC)ccc3ccccc23)nnn1-c1nonc1N,-8.9,-9.7,-8.5,-7.3,-17.8,-7.3,2.6,-2.0,-5.5
COCc1ccc(C(=O)N2CCCC(N3CCN(c4ccc(F)cc4)CC3)C2)o1 (stereo not drawn),4.5,17.6,2.8,-0.7,1.1,-3.4,0.7,2.2,-1.6
Cc1[nH]c2ccccc2c1C(=O)C(=O)NCCc1ccc(S(N)(=O)=O)cc1,-1.8,-5.9,-2.1,1.9,-1.9,-7.9,0.3,4.6,-3.0
COC(=O)c1nnc(-c2ccccc2)nc1OC,5.8,0.1,7.1,-0.5,2.0,-1.9,-1.4,0.2,-2.5
Cc1cccc(NCc2nc(SCC(N)=O)n[nH]2)c1,1.8,1.9,5.6,3.4,1.0,-2.6,-4.6,0.5,2.2
C=CCNC(=O)c1c(Cl)nc(C)c([N+](=O)[O-])c1C,0.1,2.7,0.8,1.1,5.3,5.8,0.6,5.4,7.0
CCN(CC(=O)Nc1c(F)cccc1F)C(=O)c1ccc2c(c1)NC(=O)C(C)S2 (stereo not drawn),5.8,-7.4,2.4,3.0,-1.1,5.8,0.6,-4.3,1.9
CCCn1c(=O)c(C(=O)Nc2ccccc2)c(O)c2ccccc21,3.3,-3.0,4.0,-5.9,-2.0,-6.3,0.3,0.1,1.9
CCN(CC)S(=O)(=O)c1ccc(NC(=O)COC(=O)CNS(=O)(=O)/C=C/c2ccccc2)cc1,4.9,6.6,1.6,-1.8,-0.1,1.5,.,-0.2,1.4
COc1cc(C(=O)Nc2ccccc2C(=O)Nc2ccccn2)cc(OC)c1OC,0.4,4.5,3.6,5.5,0.9,-5.1,1.0,-2.0,-2.8
COc1ccc(/C=C/C(=O)NCc2cccnc2)cc1,-0.5,-6.1,-0.1,-0.5,-0.6,-2.4,0.2,0.0,4.3
COc1ccc(-c2cn3c(C)c(C(=O)Nc4cccc(C)n4)sc3n2)cc1,2.8,-3.0,-0.2,-4.7,4.7,4.7,2.4,7.2,-14.2
COc1ccc(NC(C)=O)c(C)c1,6.2,2.6,3.9,-1.3,1.5,5.6,-0.5,-2.1,-0.2
O=C(O)CCCCCn1c(SCC(=O)N2CCCC2)nc2ccsc2c1=O,1.0,2.6,-0.9,-2.2,1.1,-5.4,-0.5,-2.5,5.3
Cc1ccc(CC(=O)NC2CCSC2=O)cc1 (stereo not drawn),1.3,4.0,2.1,-1.6,-3.0,-6.1,0.4,0.3,-0.9
COc1cc(CNCCc2ccccc2)ccc1OCC(=O)NC(C)(C)C,5.6,-1.4,-1.3,3.4,0.2,1.9,-2.1,0.0,5.1
COc1ccc(C2=NOC(C(=O)Nc3c(C)n(C)n(-c4ccccc4)c3=O)C2)cc1OC (stereo not drawn),-0.4,1.3,3.7,-1.7,3.1,0.0,3.4,1.8,5.7
CC(=O)Nc1ccc(N/C=C/C(=O)c2ccco2)cc1,2.1,0.5,2.1,4.6,-0.2,-3.9,-3.1,0.8,6.3

# Screening results from PubChem.
